High-throughput results: PubChem, National Center for Advancing Translational Sciences (NCATS)
KB-V1 MDR tox = qHTS assay for MDR1-selective chemotherapeutics: Primary screen using the drug-selected MDR subline cells KB-V1. Potency, µM (top dose mostly 46.1 µM), without a hit: top-dose activity change, negative = cytotoxicity, actives largely listed as cytotoxic. 3.4% of 400,000 active. KB-V1 MDR cells viability, CellTiter-Glo, 72 h. AID 1347076, 2019; note: potency is the fitted concentration of half-maximal effect; % is set by controls: 0 for no effect and ±100 for the full control effect; nearly all actives have a fitted effect of over 60% in size
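Cells of the MDR subline KB-V1 are plated, dosed with compound at multiple concentrations, and incubated 72 h at 37 degrees C; CellTiter-Glo is then added and luminescence read after 10 min.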
IL1B secr inh = qHTS for Inhibitors of Inflammasome Signaling: IL-1-beta AlphaLISA Primary Screen; activity change, % at 57.5 µM; THP-1 LPS/ATP IL-1B secretion, AlphaLISA, 16 h; active compounds read low; AID 743279, 2014; 4.7% of 360,000 active; in the data active = activity change below about -50%; inconclusive = mostly about -30% to -49%; note: % is set by controls: 0 for no effect and ±100 for the full control effect
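THP-1 cells pretreated 1 hr with compounds (up to 57.5 uM final), then stimulated with LPS (250 ng/mL final) plus ATP (1.25 mM final); secreted IL-1B measured by AlphaLISA after 16 hr, decreased signal indicating inhibition.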
HT1080NT lethal = qHTS for induction of synthetic lethality in tumor cells producing 2HG: qHTS for the HT-1080-NT fibrosarcoma cell line | Potency, µM (highest dose often 46.1 µM), for the others: at the top dose activity, negative = less viability, most hits filed as cytotoxic | HT-1080-NT fibrosarcoma viability, CellTiter-Glo ATP luminescence, 48 h | 1.6% of 360,000 active | AID 686970, 2013;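 note: NT is the 2HG producing partner of a matched IDH1 knockdown line; potency is the fitted concentration of half-maximal effect; 0% = DMSO-treated cells and -100% = media-only wells without cells; nearly all actives have a fitted effect of over 55% in size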
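A 48-hour cytotoxicity screen used HT-1080-NT cells plated 2 hours before compound delivery. ATP-based CellTiter-Glo luminescence measured viability, normalized to DMSO and no-cell controls.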
KB-3-1 cytotox = qHTS assay for MDR1-selective chemotherapeutics: Primary screen using the parental adenocarcinoma cell KB-3-1; KB-3-1 viability, CellTiter-Glo ATP luminescence, 72 h; Potency, µM (top dose mostly 46.1 µM), for inactives: at the highest dose activity change, negative = cytotoxic, actives largely listed as cytotoxic; 1.4% of 400,000 active; note: potency is the fitted concentration of half-maximal effect; % is set by controls: 0 for no effect and ±100 for the full control effect; nearly all actives have a fitted effect of over 60% in size
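72 h, 37 °C compound treatment of KB-3-1 parental cells; CellTiter-Glo added, 10 min, luminescence read. Data corrected against DMSO-only plates and normalized before curve fitting.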
SW480 rereplic = A quantitative high throughput screen for small molecules that induce DNA re-replication in SW480 colon adenocarcinoma cells; 1.8% of 340,000 active; AID 624297, 2012; Potency, µM (highest dose often 46.1 µM), for inactives: top-dose re-replication activation, hits mostly activators; SW480 DNA re-replication, Hoechst DNA content imaging, 48 h; note: potency is the fitted concentration of half-maximal effect; % of control where 0% means no effect; nearly all actives have a fitted effect of over 55% in size
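Cells (250 per well) received 23 nL compound or DMSO by pin tool and were kept 48 hr at 37 C, 5% CO2. Nuclei were then stained with Hoechst for 40 min and scanned for DNA content.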
MCF10A rereplic = A quantitative high throughput screen for small molecules that induce DNA re-replication in MCF 10a normal breast cells; MCF 10A DNA re-replication, Hoechst nuclear intensity, 48 h; Potency, µM (doses to about 46.1 µM), without a hit: top-dose activity, positive = re-replication, most hits filed as activators; 2.9% of 350,000 active; AID 624296, 2012; note: potency is the fitted concentration of half-maximal effect; % of control where 0% means no effect; nearly all actives have a fitted effect of over 50% in size
HT1080 IDH1KD tx = qHTS for induction of synthetic lethality in tumor cells producing 2HG: qHTS for the HT-1080-IDH1KD cell line | HT-1080 IDH1 knockdown viability, ATP luminescence, 48 h | Potency, µM (titrated, usually from 46.1 µM), inactives show top-dose activity, negative = toxicity, actives largely listed as cytotoxic | 2% of 360,000 active | AID 686971, 2013;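 note: potency is the fitted concentration of half-maximal effect; 0% = DMSO wells and -100% = cell-free medium wells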
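Assay cells: HT-1080 with IDH1 knockdown, 750 per well, RPMI/5% FBS. Exposure: 48 h at 37 °C following 2 h pre-incubation. Read: CellTiter-Glo luminescence; fitted concentration-response, curve class assigned.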
HEK293 tox = qHTS of GLP-1 Receptor Inverse Agonists: Cytotox Screen; 0.13% of 410,000 active; Potency, µM (titrated, usually from 38.3 µM), inactives show at the highest dose activity change, negative = inhibition, usual class: inhibitors; AID 624418, 2012; HEK293 cAMP-luciferase reporter cells, luminescence, 24 h;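 note: loss of luciferase light is scored as toxicity; potency is the fitted concentration of half-maximal effect; % is set by controls: 0 for no effect and ±100 for the full control effect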
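1536-well qHTS counterscreen of the MLSMR; 200 cells/uL, 12 h pre-incubation, 23 nL cpd, 24 h at 37 deg C 5% CO2, luciferase detection reagent, 12 min RT, luminescence. Inhibition = undesired.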
DRD3 agonist = qHTS of D3 Dopamine Receptor Agonist: qHTS | max activation, % | 0.58% of 410,000 active | D3R DiscoveRx beta-arrestin cells, luminescence, 90 min; in the data active = max activation above about 30%; note: 0% is about no effect; mostly tested at two doses, the higher about 12 µM
Target sequence (P35462 whole entry, looked up): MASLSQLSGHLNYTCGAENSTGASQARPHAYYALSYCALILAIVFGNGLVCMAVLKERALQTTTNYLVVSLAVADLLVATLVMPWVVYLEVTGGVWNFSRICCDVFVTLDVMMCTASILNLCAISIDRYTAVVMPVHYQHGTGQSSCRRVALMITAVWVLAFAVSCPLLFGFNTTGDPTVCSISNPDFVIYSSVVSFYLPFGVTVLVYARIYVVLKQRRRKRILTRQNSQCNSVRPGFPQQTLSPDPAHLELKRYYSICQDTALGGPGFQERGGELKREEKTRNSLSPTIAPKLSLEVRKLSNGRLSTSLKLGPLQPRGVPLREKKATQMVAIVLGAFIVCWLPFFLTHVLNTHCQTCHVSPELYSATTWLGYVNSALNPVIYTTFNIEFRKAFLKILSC
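Agonist mode: compounds and dopamine controls were applied to plated cells for 90 min at 37 degrees C after an overnight attachment at 1500 cells/well. Luminescent read-out followed 30 - 60 minutes at room temperature with DiscoveRx detection reagent.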
* hit, by the source's call; u = inconclusive; x = no result given; & = joins results of further samples; ! = repeats disagree; [ ] = dose if it differs, or a comment. Unless noted, calls come from the whole dose curve; as a rule, active = well fitted curve in the direction sought with a large enough effect; inconclusive = small, poorly fitted or top-dose-only effect, or another doubt; inactive = no such curve, though single readings can be large; an effect the other way counts as inactive or inconclusive.

SMILES	KB-V1 MDR tox	IL1B secr inh	HT1080NT lethal	KB-3-1 cytotox	SW480 rereplic	MCF10A rereplic	HT1080 IDH1KD tx	HEK293 tox	DRD3 agonist
COc1ccc(-n2c(-c3ccccc3Br)nc3ccccc3c2=O)cc1	-25%	0	u	9%	u	u	-12%	-2%	7
C/C=C1\CN2[C@H]3C[C@@]45c6ccccc6N(C)[C@H]4[C@@H]2CC1C3[C@H]5O (some centres undefined)	-16%	3	7%	0%	13%	2%	3%	2%	-56
C[N+]1(C)C2CCC1CC(OC(=O)c1c[nH]c3ccccc13)C2 (centres undefined)	3%	13	13%	0%	10%&-7%	9%&-2%	1%	2%	5
CCOC(=O)c1cccc([P+](=O)O)c1	3%	14	15%	-3%	-17%	0%	13%	-8%	-3
COc1ccc(-c2ccc3c(c2)CN(C(=O)NC2CCCCC2)Cc2cnnn2-3)cc1	-8%	-53*	u	-1%	x	x	u	-2%	8
COc1ccc(NP2(=O)OCC(C)(N)CO2)cc1 (centres undefined)	15%	8	-15%	6%	-5%	-2%	16%	-1%	4
O=C(C[N+]12CCC(CC1)C(OC(=O)c1ccccc1)C2)c1ccc([N+](=O)[O-])cc1 (centres undefined)	0%	5	-8%	u	-4%	-2%	1%	0%	2
c1ccc2c(CN3CCN(C4CCCCC4)CC3)c[nH]c2c1	-1%	-12	-24%	-7%	u	-1%	-21%	u	-13
Cc1cccc(NC2=NCCCS2)c1C	-23%	-2	0%	13%	-3%	12%	-6%	-2%	-7
CC(C(=O)N1CCC2(CC1)OCCO2)C1Sc2ccccc2NC1=O (centres undefined)	6%	20	1%	17%	-5%	1%	2%	-2%	7
CC(Cc1ccccc1)NC(=O)Cc1ccc(N(C)C)cc1 (centres undefined)	0%	3	17%	19%	0%	-3%	17%	6%	0
CN1CCN(c2ccc([N+](=O)[O-])c(NCc3ccco3)c2)CC1	12µM*	-8	2%	3%	-4%	u	6%	-28%	-9
CN(C)C1=C(C#N)C(c2ccccc2)=NP(N(C)C)(N(C)C)=N1	2%	13	3%	-2%	10%	-4%	-14%	-2%	-5
C=CCn1c(O)c(C(C)=NCc2ccc3c(c2)OCO3)c(=O)[nH]c1=O	u	62	u	4%	-43%[inhibitor]	u	u	8%	17
CN1C(=O)C(=Cc2ccccc2OCc2ccccc2Cl)C(=O)N(C)C1=O	-4%	37	16µM*	u	u	u	16µM*	-22%	-7
CCOC(=O)[C@]12Cc3cc(Cl)ccc3[C@H]1N(Cc1ccccc1)C(=O)c1ccccc12	23µM*!	-15	-19%	u	2%[9.22 µM]	-49%[inhibitor]	-1%	7%	1
COC(=O)C1=Nc2ccccc2/C1=C\c1c(O)n(C)c(=O)n(C)c1=O	-4%	36	-5%	4%	-13%	-6%	-2%	2%	1
CC1(C)CN=C(Nc2nc3ccccc3s2)S1	2%	-8	-10%	-3%	-2%	1%	-11%	u	-16
CCOC(=O)[C@]12Cc3cc(OC)c(OC)cc3[C@H]1N(Cc1ccccc1)C(=O)c1ccccc12	u	-5	0%	0%&6%	-4%	11%	-3%	-2%	-2
CC(C)c1ccc(C=NNc2ccc([N+](=O)[O-])cn2)cc1	8%	20	-6%	-2%	u	6.5µM*	-8%	44%[activator]	2
CCN(CC)c1ccc(/C=C/C(=O)C2C(=O)C=C(C)OC2=O)cc1 (centres undefined)	u	-16	-15%	-11%	u	18µM*	-5%	458%[activator]	-7
COC(=O)C1=C(c2cccc(Cl)c2)C[C@@H]2CC[C@H]1N2C(=O)NCC1CC1	-4%	22	14%	-14%	-22%	10%	-2%	15%	-6
O=C(Oc1ccc([N+](=O)[O-])cc1)N1CCC(N2CCCCC2)CC1	0%	6	1%	3%	-40%[inhibitor][9.22 µM]	-2%	5%	0%	9
Oc1ccc2c3c1OC1c4oc5ccccc5c4C[C@@]4(O)[C@@H](C2)N(CC2CC2)CC[C@]314 (some centres undefined)	u	-50*	u	0%	0.92µM*	4%	u	-12%	6
COc1ccc(C2CN(C)CC2C(=O)c2ccc(F)cc2)cc1Cl (centres undefined)	-36%	-58*	-16%	2%	-5%	-4%	-15%	-5%	-20
O=[N+]([O-])c1ccc(N2CCNCC2)c(Cl)c1	u	-14	-5%	-1%	-4%	7.3µM*	2%	-1%[0.307 µM]	-3
COc1ccc(CNCCc2ccc(Cl)cc2)c(OC)c1OC	1%	-17	-13%	-23%	5%	u	-2%	-21%	-14
CCNc1nc(NC(C)(C)C)nc(SC)n1	-2%	18	13%	0%	-5%	74%	-2%	-1%	-3
CNC(=O)Oc1ccc(N(C)C)cc1C(C)C	5%	0	2%	-1%	19%	2%	-2%	3%	2
O=C1CN=C(c2ccccc2)c2ccccc2N1	0%	25	13%	1%	-7%	12%	8%	8%	-7

Overlap with the part before: four compounds; new compounds follow.
SMILES	KB-V1 MDR tox	IL1B secr inh	HT1080NT lethal	KB-3-1 cytotox	SW480 rereplic	MCF10A rereplic	HT1080 IDH1KD tx	HEK293 tox	DRD3 agonist
COc1ccc(CNCCc2ccc(Cl)cc2)c(OC)c1OC	1%	-17	-13%	-23%	5%	u	-2%	-21%	-14
CCNc1nc(NC(C)(C)C)nc(SC)n1	-2%	18	13%	0%	-5%	74%	-2%	-1%	-3
CNC(=O)Oc1ccc(N(C)C)cc1C(C)C	5%	0	2%	-1%	19%	2%	-2%	3%	2
O=C1CN=C(c2ccccc2)c2ccccc2N1	0%	25	13%	1%	-7%	12%	8%	8%	-7
O=c1[nH]c(=O)n(Cc2ccco2)c(O)c1C=NC1CC1	1%	68	3%	-1%	8%	21%	0%	17%	3
CC(=O)N1CN2CN(C(C)=O)CC(C(=O)c3ccccc3)(C2)C1	0%	7	11%	-2%	3%	-4%	18%	-5%	2
Nc1ccc2c(c1)oc1ccccc12	6%	12	7%	25%	-6%	0%	4%	-19%	-2
CCCCn1c(O)c(C=NCc2ccc3c(c2)OCO3)c(=O)[nH]c1=O	-3%	22	-17%	4%	-5%	-1%	-9%	-1%	1
COc1ccc(CCn2c(O)c(C=Nc3ccc(NC(C)=O)cc3)c(=O)[nH]c2=O)cc1OC	0%	14	u	20%	u	u	-3%	-7%	1
COc1cc(C2SCC(=O)Nc3c2c(=O)[nH]n3C2CCCCCC2)cc(OC)c1OC (centres undefined)	23%	-4	-11%	2%	0%	-120%[0.0737 µM]	-7%	-2%	1
CC12C=CC(=O)C=C1CCC1C2C(O)CC2(C)C1CCC2(C)O (centres undefined)	21%	0	4%	3%	-6%	0%	7%	7%	11
CCN(CC)CCCC(C)n1c2nc(=O)[nH]c(=O)c-2nc2cc(Cl)ccc21 (centres undefined)	10%	-77*	u	6.5µM*	12µM*	27%	16µM*	490%[activator]	7
CC(C)COC(=O)OCN1C(=O)CN(CCN2CC(=O)N(COC(=O)OCC(C)C)C(=O)C2)CC1=O	2%	-15	23%	0%	u	u	9%	-3%	18&-2
COc1ccc(/C=C2/C(=O)N(c3ccccc3)N=C2C)cc1	0%	-14	-13%	0%	u	u	3%	2%	-1
COC(=O)C1=C(c2ccc(F)cc2OCc2ccccc2)C[C@@H]2CC[C@H]1N2C(=O)NCc1ccccc1	-9%	u	-25%	u	17%	u	-12%	-9%	-13
CCOC(=O)c1ccc(NC(=O)c2sc3nc4c(cc3c2N)N2CCC4CC2)cc1	6%	x	x	-2%	x	x	x	-9%	6
CC[N+](C)(CC)CCCOC(=O)C(O)(c1ccccc1)C1CCCCC1 (centres undefined)	u	-14	7%	5%	-6%	1%	0%	6%	5
CC1CCN(CC#CCOc2ccc(Cl)cc2)CC1	-6%	-4	9%	9%	5%	u	-3%	8%	-26
Cc1ccc(C(C)C)c(OCCn2c(=O)oc3ccccc32)c1	u	-3	-3%	-93%	u	u	-9%	-7%	-4
O=C1C2CCCN2C(c2cccnc2)N1c1ccc(Cl)c(Cl)c1 (centres undefined)	-1%	4	-14%	-3%	-1%	11%	-18%	1%	1
O=[N+]([O-])[N-][n+]1cnn(Cc2ccc(Cl)cc2)c1	13%	-12	-4%	-2%	u	9%	-1%	23%	-4
CCOC(=O)[C@]12Cc3cc(Cl)ccc3[C@H]1N(C)C(=O)c1ccccc12	0%	-62*	3%	u	x	x	1%	4%	1
CC(=O)O[C@@]12CO[C@@H]1C[C@H](OC1OCC(O)C(O)C1O)[C@@]1(C)C(=O)[C@H](O)C3=C(C)[C@@H](OC(=O)[C@H](O)[C@@H](NC(=O)c4ccccc4)c4ccccc4)C[C@@](O)([C@@H](OC(=O)c4ccccc4)C12)C3(C)C (some centres undefined)	16%	11	3.3µM*	1µM*	5.8µM*	0.58µM*	5.8µM*	-23%	5
O=C(Cn1c(=O)n(CC2CS2)c2ccccc21)N1CCCCC1 (centres undefined)	1%	x	-1%	-19%	u	3%	-12%	-9%	0
CCCCCCC(=O)c1c(O)n(-c2ccccc2OC)c(=O)[nH]c1=O	u	15	-1%	3%	3%	1%	-1%	-12%	1
COC(=O)C1=C(c2cccc(OCc3ccccc3)c2)C[C@@H]2CC[C@H]1N2C(=O)NCCCOC(C)C	u	u	-7%	-27%	1%	-2%	-4%	u	-12
c1ncn(C23CC4CC(CC(C4)C2)C3)n1	14%	14	12%	15%	-4%	u	0%	-19%	0

Some of the compounds tested. The share of hits here may be higher or lower than overall.
